Source: PubChem
UDG counterscr: UDG inhibition counter-screen; FRET deamination/UDG coupled assay, UDG read, 4 h; Potency, µM (titrated, usually from 115 µM), for the others: at the highest dose activity change, negative = inhibition, actives largely listed as inhibitors; actives 0.14% (n = 91,000); AID 1347430; note: nearly all actives have a fitted effect of over 65% in size
AID inh: blocks human AID cytidine deaminase activity. AID deamination FRET fluorescence, UDG-coupled, 4 h. Potency, µM (series often up to 115 µM), without a hit: at the top dose activity change, negative = inhibition, most hits filed as inhibitors. actives 0.32% (n = 91,000). AID 1347428; note: nearly all actives have a fitted effect of over 25% in size
Target sequence (Q9GZX7 whole entry, looked up): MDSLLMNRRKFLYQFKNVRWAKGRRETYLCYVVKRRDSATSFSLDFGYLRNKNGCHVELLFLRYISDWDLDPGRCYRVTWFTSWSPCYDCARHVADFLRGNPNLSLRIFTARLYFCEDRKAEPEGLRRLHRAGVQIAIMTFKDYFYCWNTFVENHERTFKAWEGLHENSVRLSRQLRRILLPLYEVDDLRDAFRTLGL
* = called active by the depositor; ? = inconclusive; [ ] = remark or other dose. Calls come from the whole dose curve; as a rule, active = well fitted curve in the direction sought with a large enough effect; inconclusive = small, poorly fitted or top-dose-only effect, or another doubt; inactive = no such curve, though single readings can be large; an effect the other way counts as inactive or inconclusive. % is set by controls: 0 for no effect and ±100 for the full control effect; potency is the fitted concentration of half-maximal effect.

mol | UDG counterscr | AID inh
COC(=O)CCCn1c(-c2ccc(C)cc2)c(C)n2c3c(=O)n(C)c(=O)n(C)c3nc12 | 13% | -10%
O=C(Nc1ccccc1Cl)c1ccc(-c2ccccc2)cc1 | -6% | 3%
Cc1cccc(C)c1NC(=O)Cn1c(=O)n(CC2CCC(C(=O)NCCc3ccccc3)CC2)c(=O)c2ccccc21 (stereo not drawn) | 4% | 19%
CCn1cc(C(=O)NCCc2ccc(OC)c(OC)c2)c(=O)c2cc(S(=O)(=O)N3CCc4ccccc4C3)ccc21 | -9% | 4%
CCCCC12CN3CC(C)(CN(C1)C3c1c[nH]c3ccccc13)C2=O (stereo not drawn) | -17% | ?
Cc1cc(C)cc(NC(=O)C2CCCN2S(=O)(=O)c2cccc3nsnc23)c1 (stereo not drawn) | -10%[57.5 µM] | -6%[57.5 µM]
CC(=O)Nc1ccc(NC(=O)c2cccc3c2ccn3C)cc1 | -2% | -1%
CC(C)CN(C(=O)c1cccc(S(=O)(=O)N2CCCCC2)c1)C1CCS(=O)(=O)C1 (stereo not drawn) | -15% | -28%
COc1ccc(NC(=O)Nc2cc(-c3cn4cccnc4n3)ccc2OC)cc1 | 7% | -14%
COc1ccc(N2CC(c3nc(-c4ccccc4C)no3)CC2=O)cc1Cl (stereo not drawn) | -5% | ?
O=[N+]([O-])c1cccc(/C=N/NC(=S)Nc2ccccc2)c1 | -5% | -7%
Cc1cc(-c2ccc(C)c(S(=O)(=O)NCCc3ccccc3)c2)on1 | ? | -2%
N#Cc1nc(-c2ccco2)oc1N1CCN(CC(=O)Nc2ccccc2-c2ccccc2)CC1 | -5% | -8%
COc1ccc(OC)c(-c2noc(N3CCN(c4ccc(C(C)=O)cc4)CC3)n2)c1 | 6% | -9%
CN(C)CCCNCc1ccco1 | -2% | 22%
COC(=O)c1cc(S(=O)(=O)Nc2ccccc2F)c[nH]1 | -3% | 7%
COC(=O)CCNC(=O)c1ccc2c(c1)NC(=O)CS2 | 1% | -2%
CCOc1ccc(NC(=O)CSc2ncc3c(n2)-c2ccccc2N(C)S3(=O)=O)cc1 | 33%[activator] | 142%[activator]
CCCN(CC(F)(F)F)C(=O)CNC(=O)Cc1ccccc1 | 1% | -1%
Cc1cccc(NC(=O)C(C#N)C(=O)c2ccccc2Cl)c1 (stereo not drawn) | -8% | -11%

Six compounds out of the list, sorted by formula weight, falling:
mol | UDG counterscr | AID inh
CCOc1ccc(NC(=O)CSc2ncc3c(n2)-c2ccccc2N(C)S3(=O)=O)cc1 | 33%[activator] | 142%[activator]
COc1ccc(OC)c(-c2noc(N3CCN(c4ccc(C(C)=O)cc4)CC3)n2)c1 | 6% | -9%
CCCN(CC(F)(F)F)C(=O)CNC(=O)Cc1ccccc1 | 1% | -1%
Cc1cccc(NC(=O)C(C#N)C(=O)c2ccccc2Cl)c1 (stereo not drawn) | -8% | -11%
O=[N+]([O-])c1cccc(/C=N/NC(=S)Nc2ccccc2)c1 | -5% | -7%
CN(C)CCCNCc1ccco1 | -2% | 22%

Continuation:
mol | UDG counterscr | AID inh
CCc1c(C)sc(NC(=O)c2cc(-c3cccc(Cl)c3)on2)c1C#N | 0% | -11%
COc1cc(-c2c(NC(=O)c3cccs3)oc3ccc(Cl)cc3c2=O)cc(OC)c1OC | 8% | -2%
CCCN(CCC)CCNC(=O)Cn1c(C)c(C(=O)OCC)c(C)c1-c1ccccc1 | -10% | -3%
O=C(NNC(=O)C1CCCCC1)c1ccc(Cl)c(Cl)c1 | -13% | -7%
Cc1cccc(NC(=O)CCc2nc(C(C)(C)C)no2)n1 | 2% | 6%
COc1cc(OC)c(C2Nc3ccccc3-c3nnc(SCc4ccccc4)nc3O2)cc1OC (stereo not drawn) | ? | 3%
Cc1cccc(C)c1OCc1nc2c3cnn(-c4ccccc4F)c3ncn2n1 | -9% | -14%
CCCCNC(=S)NC1CCC(NC(=S)NCCCC)CC1 (stereo not drawn) | -11% | 4%
CCN(C(=O)C1CCN(S(=O)(=O)c2ccc3c(c2)CCCN3C(=O)C2CCC2)CC1)c1cccc(C)c1 | -18% | -9%
Cc1ccc(COC(=O)Cn2cnc3c2c(=O)n(C)c(=O)n3C)cc1 | -14% | -6%
COc1cccc(-c2ccc3c(N)c(C(=O)c4ccc(F)cc4)sc3n2)c1 | -11% | -7%
CN(C)c1cccc(C(=O)Nc2nc3ccc(S(=O)(=O)N4CCCC4)cc3s2)c1 | -2% | -13%
CCN(CC)CCOC(=O)c1ccc(NC(=O)Cn2ncc3c([nH]c4ccc(C)cc43)c2=O)cc1 | 11% | ?
CC(Oc1ccc(F)cc1)C(=O)N1CCN(c2nccs2)CC1 (stereo not drawn) | 10% | 4%
CCOc1cc(C(c2c(C)[nH][nH]c2=O)c2c(C)[nH][nH]c2=O)ccc1OCc1ccc(F)cc1 | -24% | ?
CCOC(=O)N1CCN(Cc2nc3cc(NC(=O)CC(C)C)ccc3n2C(C)C)CC1 | 2% | -10%
CCOC(=O)c1cnc2c(ccc3ccccc32)c1Nc1ccc(Cl)cc1 | -4%[57.5 µM] | 14%[57.5 µM]
CCN(CC)C(=S)SCc1ccc(-c2csnn2)cc1 | -3% | -9%
N#Cc1nc(Cc2cccc3ccccc23)oc1N1CCCCC1 | -5% | -19%
Cc1ccc(S(=O)Cc2nc(-c3ccc(C(=O)NCc4cccnc4)cc3)oc2C)cc1 (stereo not drawn) | 6% | -12%
CC(=O)Nc1ccc(NC(=O)CCc2nc3cccnc3n2Cc2cccs2)cc1 | 23% | 126%[activator]
OCCN1CCN(C(c2ccccc2Cl)c2sc3nc(-c4ccco4)nn3c2O)CC1 (stereo not drawn) | -18%[57.5 µM] | 2%
CCOC(=O)c1ccc(NC(=O)CC(=O)Nc2ccc3nc4n(c(=O)c3c2)CCCCC4)cc1 | -15% | -28%
O=C(c1ccccc1)N1CCN(Cc2c[nH]c3ccccc23)CC1 | 2% | 8%
CC(NC(=O)c1cc2ccccc2oc1=O)c1ccc(C(F)(F)F)cc1 (stereo not drawn) | -2% | -8%
CC(C)NC(=O)NC(=O)COC(=O)c1cc(-c2cccs2)nc2ccccc12 | 0% | -5%
COc1ccc(NC(=O)C2CCN(c3nc4ccccc4nc3C(F)(F)F)CC2)cc1 | 8% | 12%
Cc1cc(C)nc(Nc2ncc(O)n2-c2ccc(C)c(Cl)c2)n1 | -2% | -6%
CCC(=O)OC1=C(C(C)=O)N(Cc2ccccc2)S(=O)(=O)c2ccccc21 | 6% | 2%
CCN(C(=O)c1cccs1)c1nc(-c2ccccc2)cs1 | 7% | 5%
O=C(O)CCCOc1ccc2c(c1)CCC(=O)N2 | 1% | 25%
Brc1ccc(-c2cn3c4ccccc4nc3n2CCCN2CCCC2)cc1 | -13% | ?
Cc1ccc2nc(NC(=O)c3ccc(S(=O)(=O)N4CCCc5ccccc54)cc3)sc2c1 | -6% | ?
CCc1ccc(OCc2nnc(SCc3ccc(C(C)(C)C)cc3)n2CC(C)C)cc1 | -5% | -17%
CCCCN(C)S(=O)(=O)NCc1ccnc(N2CCN(c3ccc(F)cc3)CC2)c1 | 0% | -5%
COC(=O)CC(NC(=O)c1cccc(CS(C)(=O)=O)c1)c1ccc(C)cc1 (stereo not drawn) | -4% | 12%
CCC(C(=O)Nc1cc(-c2cn3cccnc3n2)ccc1C)c1ccccc1 (stereo not drawn) | 1%[57.5 µM] | -8%
COc1ccccc1CNC(=O)Cn1c(=O)c2c(ncn2C)n(C)c1=O | 3% | -1%
O=C(Nc1nc(-c2ccc(Cl)cc2)cs1)c1ccc(CN2CCOCC2)cc1 | -7% | 2%
O=Cc1cn[nH]c1-c1cc2ccccc2o1 | 0% | -10%

Reprinted at random: 7 records from the list, in no set order.
mol | UDG counterscr | AID inh
COC(=O)CC(NC(=O)c1cccc(CS(C)(=O)=O)c1)c1ccc(C)cc1 (stereo not drawn) | -4% | 12%
O=Cc1cn[nH]c1-c1cc2ccccc2o1 | 0% | -10%
Brc1ccc(-c2cn3c4ccccc4nc3n2CCCN2CCCC2)cc1 | -13% | ?
Cc1ccc2nc(NC(=O)c3ccc(S(=O)(=O)N4CCCc5ccccc54)cc3)sc2c1 | -6% | ?
CCC(C(=O)Nc1cc(-c2cn3cccnc3n2)ccc1C)c1ccccc1 (stereo not drawn) | 1%[57.5 µM] | -8%
O=C(O)CCCOc1ccc2c(c1)CCC(=O)N2 | 1% | 25%
CCCCN(C)S(=O)(=O)NCc1ccnc(N2CCN(c3ccc(F)cc3)CC2)c1 | 0% | -5%

(more compounds)
mol | UDG counterscr | AID inh
CN(Cc1cccs1)C(=O)c1cc(-c2ccncc2)nc2ccccc12 | -5% | -10%
Cc1[nH]c(=O)[nH]c(=O)c1CCC(=O)Nc1nc(C2CC2)cs1 | 1% | 1%
Cc1ccc(C)c(NC(=O)CSc2nccn2-c2cccc(C)c2C)c1 | 0% | ?
COc1ccc(CNC(=O)c2oc3c(c2C)-c2nn(Cc4ccc(Cl)cc4)cc2CC3)cc1 | -4%[57.5 µM] | 4%
CCc1cccc(C)c1NC(=O)c1cn2c3c(ccc(Cl)c3c1=O)OC(C)C2 (stereo not drawn) | ? | -2%
O=C(NCc1ccc(F)cc1)C1CCCN(C(=O)c2cccc(C(F)(F)F)c2)C1 (stereo not drawn) | -6% | -5%
CC(=O)c1ccc(NC(=O)CCOc2ccccc2)cc1 | -2%[57.5 µM] | 30%[57.5 µM]
Cc1ccc(-n2c3c(cc(C(=O)Nc4cccc(Cl)c4)c2=O)C(=O)CC(C)(C)C3)cc1 | -4% | -5%
C[N+](C)(C)CCCC#CC#CCCC[N+](C)(C)C | 7% | 7%
Clc1ccc(Nc2nc(NC3CCCC3)nc3c2cnn3-c2ccccc2)cc1 | -8% | -5%
Cc1c(-c2ccccc2)c(=O)oc2cc(OS(C)(=O)=O)ccc12 | 8% | 0%
CCOC(=O)c1c(NC(=O)COc2cccc(C)c2C)sc2c1CCCCC2 | -10%[57.5 µM] | -5%[57.5 µM]
Cc1cc(OCC(=O)NCCCN(C)C)c2c(C)c(C)c(=O)oc2c1 | 1% | 4%
CC(C)=CC1C(C(=O)N(C)CC(=O)NC(C)(C)C)C1(C)C (stereo not drawn) | -9% | -7%
Cn1cc(C(=O)NCc2ccc(Cl)cc2)c(=O)c2cc(S(=O)(=O)N3CCCCCC3)ccc21 | 1%[57.5 µM] | -4%[57.5 µM]
CC(C)c1ccc(Nc2ncnc3c2c(-c2ccccc2)cn3-c2ccccc2)cc1 | -9%[57.5 µM] | -23%
CCN(CC)c1cc2c(cc1F)c(=O)c(S(=O)(=O)c1ccccc1)cn2Cc1ccccc1 | 35%[activator] | -12%
CCOc1ccc(-c2[nH]nc3c2C(c2cc(OC)c(OC)cc2OC)C(C#N)=C(N)O3)cc1OC (stereo not drawn) | 1% | 0%
CCC(=O)NCC(c1ccsc1)N(C)C (stereo not drawn) | 10% | 4%
Cc1ccc(CNC(=O)Cn2cccc2C(=O)c2ccccc2C)cc1 | -1% | 13%
CCOCCCNc1oc(/C=C/c2cc(OC)c(OC)c(OC)c2)nc1C#N | 3% | 9%
CSc1ccc(CCNC(=O)c2sc3ncccc3c2-n2cccc2)cc1 | ? | ?
COc1cccc(Nc2nc3ccccc3c3nncn23)c1 | 9% | 18%
CCOc1ccc(NC(=O)N2CC3CCCN3c3ccccc32)cc1 (stereo not drawn) | ? | ?
Cc1ccc(NC(=O)CN2C(=O)c3ccccc3Sc3ncccc32)c(C)c1 | -3% | -19%
CCOC(=O)c1ccc(NC(=O)C2Cc3ccccc3CN2S(=O)(=O)c2ccc(Cl)cc2)cc1 (stereo not drawn) | -9% | -23%
CCc1cccc(NC(=O)CC2(C(=O)O)CCCCC2)c1 | 12% | 9%
CCN(C(=O)C(=O)c1c[nH]c2ccccc12)c1ccccc1 | -8% | 1%
Nc1nc(NCc2ccccc2)sc1C(=O)c1ccc(Cl)cc1 | -3% | -10%
COC(=O)CN1C(=O)C(C)(C)c2cc(S(=O)(=O)Nc3ccc(C(C)C)cc3)ccc21 | -7%[57.5 µM] | -2%[57.5 µM]
CC(NO)C(C)(C)NO (stereo not drawn) | -2% | 2%
COc1ccc(C2=NS(=O)(=O)N(C)C(C(=O)Nc3ccn(Cc4ccccc4C)n3)=C2)cc1 | 2% | 0%
Cc1cc2ccccn2c1/C=C/C(=O)C(F)(F)F | -2% | 2%
Fc1ccc(/C=N/Nc2ccc(Cl)c(Cl)c2)cc1 | 5% | -6%
COc1ccc(-c2nc3ccccc3c(=O)n2CCOc2cccc(OC)c2)cc1 | -5% | -10%
CCN(C(=O)c1cnc2ccc(C)cn2c1=O)c1ccccc1 | -8% | 16%
CCn1c(CN2CCOCC2)nc2cc(NC(=O)c3ccccc3[N+](=O)[O-])ccc21 | 2% | 13%
CSc1cccc(NC(=O)c2ccc3c(c2)NC(=O)CS3)c1 | -1% | 1%
Cc1cc(C)cc(NS(=O)(=O)c2ccc3c(c2)CCCN3C(=O)C2CCC2)c1 | -2% | 3%
CCOc1ccc2c(c1)c(=O)c(S(=O)(=O)c1ccc(Cl)cc1)cn2Cc1ccccc1C | -16% | -27%
COC(=O)c1ccc(CN(C)C(C)C(=O)NCc2cccs2)cc1 (stereo not drawn) | 4% | 3%
COC(=O)c1cccc(CSC(C)C(=O)NCC(C)C)c1 (stereo not drawn) | -3% | -10%
O=C(CCCc1nc2ccccc2s1)NC1CCCCC1 | 6% | -1%
O=C(CN1CCS(=O)(=O)CC1)N1CCN(c2ccccn2)CC1 | 4% | 0%

Not all compounds are listed; the hit share may differ from the screen's.
